Source: PubChem BioAssay
All columns: NCI-60 one-dose screen, growth in % after 48 h at 10 µM unless noted; 100 = growth as untreated, 0 = no growth, -100 = all killed.
SW-620: SW-620 colon cancer. 82,000 tested, 5.2% active. AID 1794795
SF-268: SF-268 CNS cancer cells | 82,000 tested, 3.1% active
SNB-19: SNB-19 CNS cancer cells; 81,000 tested, 2.5% active; AID 1794751
SNB-75: SNB-75 CNS cancer. 79,000 tested, 5% active. AID 1794750
SF-539: SF-539 CNS cancer | 81,000 tested, 6.8% active
HT29: HT29 colon cancer | 81,000 tested, 7.4% active
HCC-2998: HCC-2998 colon cancer | 79,000 tested, 4.7% active | AID 1794799
KM12: KM12 colon cancer cells; AID 1794800; 82,000 tested, 5% active
SF-295: SF-295 CNS cancer cells | 79,000 tested, 5.6% active
* marks the source's active call; other numbers are inactive results; . = not tested or not shown; & = joins results of further samples. How the source made its calls: active means growth percent below 10; inactive means the rest. Rows are unselected (roughly 11% active in at least one column).

SMILES	SW-620	SF-268	SNB-19	SNB-75	SF-539	HT29	HCC-2998	KM12	SF-295
CCOC(=O)C1=C(C)N=C2SC=C(c3ccc(F)cc3)N2[C@H]1c1cn[nH]c1-c1ccc(Cl)cc1	90	76	72	81	89	83	106	96	84
O=C(Nc1cc(=O)[nH]c(=O)[nH]1)C(Cl)Cl	100	100	99	97	106	102	92	107	105
Nc1nc(Nc2cc(Cl)ccc2O)nc(C(Cl)(Cl)Cl)n1	100	96	103	86	94	108	130	96	104
NC(=O)N1N=C(c2ccccc2)CC=C1c1ccccc1	108	112	84	85	85	95	101	104	90
CCC(c1ccc(OC)cc1)C(CC)c1ccc(O)c(CN2CCCCC2)c1 (configuration not stated)	72	86	91	95	69	25	6.3*	80	79
CCOC(=O)c1c[nH]n2c(=S)ncnc12	112	98	96	91	105	100	112	100	109
CCOC(=O)c1sc(NC(=O)c2ccc(OC)cc2)nc1C	94	96	85	100	95	86	.	81	94
CCCCCCCCCc1ccc(OC(=O)c2ccccc2)cc1	95	91	102	92	99	106	110	95	104
N=C(N)SCc1ccc(Cl)cc1Cl	82&104	97&106	94&104	92	94&110	81&107	91&115	87&105	84&104
CCOC(=O)CC1C(COC(=O)NC)OC(n2cnc3c(N)ncnc32)C1O[Si](C)(C)C(C)(C)C (configuration not stated)	104	97	92	83	89	100	55	102	92
c1ccc2nc(N/N=C3\CCCCC3C3CCCCC3)ccc2c1 (configuration not stated)	44	67	76	70	59	27	64	38	26
CC1(C)CC(=O)c2cccnc2O1	110	112	102	101	102	108	103	111	103
O=C1Nc2ccccc2C12C=C(c1ccccc1)Nc1c2c(-c2ccccc2)nn1-c1ccccc1 (configuration not stated)	76	58	64	71	86	46	72	56	42
COc1ccc(-n2c(NC(=O)C3CC3)c(C#N)c3ccccc32)cc1	75	85	81	81	82	32	77	34	97
COc1c(O)cccc1/C=N/NC(=O)Cn1c(C)nc2c(c(C)nn2-c2ccccc2)c1=O	103	92	87	85	92	102	117	97	103

Reprinted at random: 2 compounds from above.
SMILES	SW-620	SF-268	SNB-19	SNB-75	SF-539	HT29	HCC-2998	KM12	SF-295
N=C(N)SCc1ccc(Cl)cc1Cl	82&104	97&106	94&104	92	94&110	81&107	91&115	87&105	84&104
CCOC(=O)c1c[nH]n2c(=S)ncnc12	112	98	96	91	105	100	112	100	109

(further entries)
SMILES	SW-620	SF-268	SNB-19	SNB-75	SF-539	HT29	HCC-2998	KM12	SF-295
COc1cccc(COc2ccc(NC(=O)Nc3ccc(Cl)c(C(F)(F)F)c3)cc2)c1	49	71	25	32	50	44	47	6.1*	20
O=C(CN1CCN(Cc2ccc(Br)cc2)CC1)Nc1nc(-c2cc3ccccc3oc2=O)cs1	95	85	92	103	90	87	97	87	87
CCn1c(SCCc2c[nH]c3ccccc23)nnc1-c1ccncc1	99	101	107	104	97	114	114	103	109
Cc1ccc(-c2nnc(SCc3cc(=O)oc4ccc(C)cc34)o2)cc1	109	100	105	103	98	96	98	104	96
COc1ccc(C(C)=C(c2ccc(OCCN(C)C)cc2)c2ccc(OCCN(C)C)cc2)cc1F	98	92	109	96	94	62	88	92	83
O=c1[nH]c2ccccc2cc1CSc1ccc(Nc2nccc(-c3ccc4ccccc4c3)n2)cc1	33	72	71	111	16	50	64	50	90
CCN(CC)CCCCCCNc1ccnc2cc(Cl)ccc12	83	77	113	87	53	27	107	85	97
CCOc1ccc(C(=O)OC)cc1	95	101	108	89	105	113	99	106	99
Cc1cc2[nH]c(=O)c3c4ncccc4cn3c2cc1C	-27*	42	50	99	27	-24*	14	25	-15*
CN1C2CCC1CN(c1cnc(C(=O)Nc3cc(F)cc4cccnc34)cn1)C2	36	86	93	92	70	37	83	77	98
O=C(CCn1cc[n+](CC(=O)c2ccc(F)cc2)c1)Nc1cccc2cccnc12	98	95	97	83	101	101	104	94	93
OC(CNC1CCCC1)Cn1c2ccccc2c2ccccc21 (configuration not stated)	-25*	45	34	52	-70*	-0.7*	1.4*	22	-30*
Cc1ccc(/C=C/c2c3c(nc4ccccc24)CCCC3=O)cc1	96	77	82	92	96	76	116	100	84
OCNC(=S)c1c(Cl)cccc1Cl	109	106	104	86	97	105	112	110	98
Cc1ccc(-c2cc(-c3cccn3C)[nH]c(=O)c2C#N)cc1	102	97	97	82	94	103	112	102	99

Sorted by length of the SMILES (rising): some entries from above.
SMILES	SW-620	SF-268	SNB-19	SNB-75	SF-539	HT29	HCC-2998	KM12	SF-295
CCOc1ccc(C(=O)OC)cc1	95	101	108	89	105	113	99	106	99
N=C(N)SCc1ccc(Cl)cc1Cl	82&104	97&106	94&104	92	94&110	81&107	91&115	87&105	84&104
CCOC(=O)c1c[nH]n2c(=S)ncnc12	112	98	96	91	105	100	112	100	109
CCN(CC)CCCCCCNc1ccnc2cc(Cl)ccc12	83	77	113	87	53	27	107	85	97
CCCCCCCCCc1ccc(OC(=O)c2ccccc2)cc1	95	91	102	92	99	106	110	95	104
Cc1cc2[nH]c(=O)c3c4ncccc4cn3c2cc1C	-27*	42	50	99	27	-24*	14	25	-15*
CCOC(=O)c1sc(NC(=O)c2ccc(OC)cc2)nc1C	94	96	85	100	95	86	.	81	94
c1ccc2nc(N/N=C3\CCCCC3C3CCCCC3)ccc2c1 (configuration not stated)	44	67	76	70	59	27	64	38	26
CCn1c(SCCc2c[nH]c3ccccc23)nnc1-c1ccncc1	99	101	107	104	97	114	114	103	109
Cc1ccc(/C=C/c2c3c(nc4ccccc24)CCCC3=O)cc1	96	77	82	92	96	76	116	100	84
Cc1ccc(-c2cc(-c3cccn3C)[nH]c(=O)c2C#N)cc1	102	97	97	82	94	103	112	102	99
Cc1ccc(-c2nnc(SCc3cc(=O)oc4ccc(C)cc34)o2)cc1	109	100	105	103	98	96	98	104	96
CN1C2CCC1CN(c1cnc(C(=O)Nc3cc(F)cc4cccnc34)cn1)C2	36	86	93	92	70	37	83	77	98
O=C(CCn1cc[n+](CC(=O)c2ccc(F)cc2)c1)Nc1cccc2cccnc12	98	95	97	83	101	101	104	94	93
COc1cccc(COc2ccc(NC(=O)Nc3ccc(Cl)c(C(F)(F)F)c3)cc2)c1	49	71	25	32	50	44	47	6.1*	20
O=C(CN1CCN(Cc2ccc(Br)cc2)CC1)Nc1nc(-c2cc3ccccc3oc2=O)cs1	95	85	92	103	90	87	97	87	87
COc1ccc(C(C)=C(c2ccc(OCCN(C)C)cc2)c2ccc(OCCN(C)C)cc2)cc1F	98	92	109	96	94	62	88	92	83
O=C1Nc2ccccc2C12C=C(c1ccccc1)Nc1c2c(-c2ccccc2)nn1-c1ccccc1 (configuration not stated)	76	58	64	71	86	46	72	56	42
CCOC(=O)CC1C(COC(=O)NC)OC(n2cnc3c(N)ncnc32)C1O[Si](C)(C)C(C)(C)C (configuration not stated)	104	97	92	83	89	100	55	102	92

The results go on:
SMILES	SW-620	SF-268	SNB-19	SNB-75	SF-539	HT29	HCC-2998	KM12	SF-295
COC(=O)/C=C1/SC(=Nc2ccc(C(F)(F)F)cc2)N(CCc2c[nH]c3ccc(O)cc23)C1=O	3.9*	-5.7*	-2.5*	-3.5*	-37*	-50*	-61*	18	14
CC(C)CCC[C@@H](C)[C@H]1CC[C@H]2[C@@H]3CC=C4c5sc(NCc6ccccc6)nc5CC[C@]4(C)[C@H]3CC[C@]12C	103	99	95	89	97	102	99	105	101
COC(=O)c1c[n+]([O-])ccc1OC	109	116	101	97	122	107	104	111	88
Cc1cc(C)nc(NS(=O)(=O)c2ccc(Nc3nc(-c4cccnc4)cs3)cc2)n1	90	97	91	74	91	108	115	85	19
CCOC(=O)CSc1nnc(Cc2ccccc2Nc2c(Cl)cccc2Cl)n1CC	89	101	96	95	103	95	104	107	97
O=C(CN1C(=O)c2ccccc2C1=O)NC(Cc1ccccc1)C(=O)O (configuration not stated)	103	110	102	88	104	104	114	117	117
Fc1ccccc1Cn1cc(CSc2nc3ccccc3s2)nn1	111	100	102	91	97	95	101	98	93
CCn1c2ccccc2c2cc(C(O)c3cccc4ncccc34)ccc21 (configuration not stated)	27	29	36	31	6.5*	8.3*	-33*	8.5*	18
Nc1nnc(-c2c[nH]c3ccc(F)cc23)c(-c2c[nH]c3ncccc23)n1	74	80	34	29	30	59	98	49	37
CC[C@@H](C(=O)[C@@H](C)[C@@H](O)[C@H](C)[C@@H]1O[C@@H]([C@@H](CC)C(=O)ONC(=O)c2ccccc2O)CC[C@@H]1C)C1O[C@]2(C=CC(=O)[C@]3(CC[C@@](C)([C@H]4CC[C@](O)(CC)[C@H](C)O4)O3)O2)[C@H](C)C[C@@H]1C (some centres not stated)	41	54	48	64	28	34	59	51	45
Cc1noc(C)c1CSc1nc2cc(Cl)c(Cl)cc2[nH]1	106	92	108	53	98	108	131	101	97
CCCCSc1nc(Nc2ccc(C(C)=O)cc2)c(C#N)c(-c2ccccc2)n1	79	74	30	111	20	79	103	94	91
N#C/C(=C\c1ccc(-c2ccccc2)cc1)c1ccc([N+](=O)[O-])cc1	97	100	95	82	94	94	94	94	.
Cc1nn(-c2ccccc2)c(N(C)Cc2ccccc2)c1C1CC(c2ccc(Cl)cc2)=NN1C=O (configuration not stated)	75	73	62	82	89	56	82	71	73
Cc1cccc2[nH]c(=O)cc(NNC(=S)Nc3ccccc3)c12	100	89	87	86	90	106	107	87	102
O=C1c2ccccc2C(Br)c2ccccc21	97	102	108	82	88	75	100	95	97
CCC1CCN(CC)CC1	111	111	111	68	113	105	110	114	106
c1cnc2nc(CSc3nnc4ccccn34)oc2c1	100	98	96	85	98	104	107	103	99
FC(F)(F)c1cc(N2CCSCC2)nc(NCCCNc2ccnc3cc(Cl)ccc23)n1	104	80	100	76	90	45	83	85	79
CCOC(=O)c1c(-c2cc(OC)c(OC)c(OC)c2)csc1NC(=O)c1ccccc1	115	102	107	100	100	105	.	103	104
Cc1cc(C(=O)Nc2cc(Nc3ncccc3-c3ncnc4nc[nH]c34)ccc2F)cc(C(F)(F)F)c1	34	67	74	59	21	21	31	50	78
O=C1CC[C@@H](C(=O)N2CSC[C@H]2C(=O)O)N1	100	105	112	108	112	106	111	98	102
CCOC(=O)C(=O)C(C(=O)OCC)c1ccccc1 (configuration not stated)	103	103	103	107	118	116	114	107	139
O=C(O)CCc1ccc([I+]c2ccccc2)cc1	109	103	106	84	89	102	110	100	104
COc1cccc(-c2oc3ccc(OC)cc3c(=O)c2O)c1	95	79	75	87	72	98	102	67	97
O=S(=O)(O)c1cccc(N=Nc2ccc(Nc3ccccc3)cc2)c1	102&115	99&102	100&100	100&100	91&117	112&84	103&101	115&108	103&105
CCN1C(=O)N[C@H]2[C@@H]3NC(=O)c4ccc(Cl)n4[C@@H]3C[C@]21O	4.0*	5.4*	-8.4*	-2.5*	-34*	2.9*	2.4*	5.7*	1.0*
COc1ccc(-c2nc3cc(Cl)c(Cl)cc3n2CC(=O)N=Nc2c(O)[nH]c3ccc(OC)cc23)cc1	61	78	80	65	47	55	53	71	67
Cc1nc(N)[nH]c(=O)c1NC(=O)CBr	102	97	100	96	100	109	103	93	94
COc1ccc2nc(-n3nc4nc5n(c(=N)c4c3N)-c3ccccc3Sc3ccccc3-5)sc2c1	103	102	100	70	100	103	.	94	92

A run of entries of the results above, for reference:
SMILES	SW-620	SF-268	SNB-19	SNB-75	SF-539	HT29	HCC-2998	KM12	SF-295
O=C1c2ccccc2C(Br)c2ccccc21	97	102	108	82	88	75	100	95	97
CCC1CCN(CC)CC1	111	111	111	68	113	105	110	114	106

Going on with the list.
SMILES	SW-620	SF-268	SNB-19	SNB-75	SF-539	HT29	HCC-2998	KM12	SF-295
Cc1ccc(-c2cc(-c3ccccc3)[nH]c(=O)c2C#N)s1	98	100	91	91	92	120	104	107	102
O=C(CCCl)Nc1ccccc1	103	98	100	106	98	95	107	98	104
CC(=O)OCC(=O)Nc1ccccc1	110	118	97	87	96	100	93	135	116
C=C(C)[C@@H]1CC[C@]2(COC(=O)Oc3ccc([N+](=O)[O-])cc3)CC[C@]3(C)[C@H](CC[C@@H]4[C@@]5(C)CC[C@H](O)C(C)(C)[C@@H]5CC[C@]43C)[C@@H]12	104	98	97	109	95	110	109	107	.
Cc1cc(C)c(C#N)c(OCc2cc(C(C)(C)C)cc(C(C)(C)C)c2)n1	92	100	107	67	104	101	106	99	103
CCCC(O)C(C)(C(=O)O)c1ccccc1 (configuration not stated)	102	96	101	86	94	105	99	99	99
O=C(N/N=C\c1cc(Cl)ccc1O)c1ccncc1	65	38	62	74	64	65	45	54	77
COC(=O)CCCc1c[nH]c2ccccc12	95	93	103	99	.	95	108	99	97
